Mito fusion yeast – qHTS Assay for Small Molecule Inhibitors of Mitochondrial Division or Activators of Mitochondrial Fusion | 320,000 compounds, 0.23% hits | AID 485298, 2010 | S. cerevisiae fusion-defective mutant growth rescue, CellTiterGlo 48 h | Potency, µM (series often up to 46.1 µM), for the others: at the highest dose growth rescue (activation), usual class: activators;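 also: potency is read from the fitted curve at half-maximal effect; % of control where 0% means no effect; nearly all actives have a fitted effect of over 45% in size; temperature-sensitive fusion mutants such as fzo1-1 at 37 °C on non-fermentable ethanol glycerol medium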
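Read-out: ATP-based luminescence (CellTiterGlo, 10 min ambient) reporting growth of fusion-defective ts yeast after 48 hours at 37C on glycerol/ethanol YPEG medium in the presence of compound.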
PKM2 act – qHTS Assay for Activators of Human Muscle isoform 2 Pyruvate Kinase. Pyruvate kinase PKM (Homo sapiens), P14618. purified PKM2, Kinase-Glo ATP luminescence, activation; response scale: 0% is enzyme alone, no compound. Potency, µM (series often up to 57.5 µM), for inactives: at the top dose activation, hits mostly activators. 260,000 compounds, 0.34% hits. AID 1631, 2009; also: potency is read from the fitted curve at half-maximal effect; % is scaled to controls: 0 for no effect and ±100 for the full control effect; nearly all actives have a fitted effect of over 55% in size
Target sequence (P14618 whole entry, looked up, canonical isoform): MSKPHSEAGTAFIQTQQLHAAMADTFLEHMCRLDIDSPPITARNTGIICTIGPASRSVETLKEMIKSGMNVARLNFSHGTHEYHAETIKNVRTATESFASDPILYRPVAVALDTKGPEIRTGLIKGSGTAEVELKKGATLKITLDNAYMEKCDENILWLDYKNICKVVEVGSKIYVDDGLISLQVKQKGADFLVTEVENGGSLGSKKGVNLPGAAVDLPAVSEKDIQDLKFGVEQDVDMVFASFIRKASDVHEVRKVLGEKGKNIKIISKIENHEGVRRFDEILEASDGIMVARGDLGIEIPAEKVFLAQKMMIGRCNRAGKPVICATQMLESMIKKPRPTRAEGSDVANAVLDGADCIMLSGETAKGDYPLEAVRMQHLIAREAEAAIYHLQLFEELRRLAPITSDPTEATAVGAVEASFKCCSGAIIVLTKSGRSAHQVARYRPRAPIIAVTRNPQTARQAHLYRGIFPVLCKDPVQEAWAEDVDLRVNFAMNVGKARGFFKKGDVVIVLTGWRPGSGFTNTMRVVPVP
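hPK-M2, >95% pure; 0.1 mM ADP / 0.5 mM PEP final; imidazole pH7.2 buffer w/ 7 mM MgCl2, 50 mM KCl; 1 h RT; Kinase-Glo lum. Intermediate enzyme activity for dual inhibitor/activator qHTS.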
NPC1 promoter act – qHTS Assay for NPC1 Promoter Activators; Huh7 NPC1 promoter luciferase reporter, 24 h; Potency, µM (doses to about 9.22 µM), without a hit: at the top dose activation, most hits filed as activators; 320,000 compounds, 2.4% hits; AID 485313, 2010;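 also: potency is read from the fitted curve at half-maximal effect; % of control where 0% means no effect; nearly all actives have a fitted effect of over 60% in size; reporter is driven by a mutant NPC1 promoter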
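Quantitative HTS used a cell-based reporter: Huh7 cells stably bearing the NPC1 promoter upstream of luciferase were treated with compounds for 24 h, and promoter activation was read as luminescence.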
KCNH2 3.1 inh – qHTS for Inhibitors of KCHN2 3.1: Mutant qHTS; Potassium voltage-gated channel subfamily H member 2, brain isoform KCNH2 3.1 (human); U2OS KCNH2 3.1, thallium flux FluxOr; active compounds read low; activity change, % (tested at about 1.8 µM); 340,000 compounds, 0.95% hits;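 active = maximum activity change below -70%; inconclusive = maximum activity change from -70% to -50%; inactive = maximum activity change above -50%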;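 also: thallium influx rate constant from kinetic fluorescence after stimulation buffer; % is scaled to controls: 0 for no effect and ±100 for the full control effect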
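Measured as rate of thallium-driven FluxOr signal in transduced U2OS cells carrying the 3.1 channel, read kinetically for 2 min upon stimulation; values are rate constants scaled to DMSO control wells.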
MBNL1-CUG inh – qHTS Assay for Inhibitors of MBNL1-poly(CUG) RNA binding | Muscleblind-like protein 1 (Homo sapiens), Q9NR56 | TR-FRET MBNL1-His/biotin-(CUG)12 binding, 665/545 ratio | Potency, µM (titrated, usually from 57.5 µM), for inactives: top-dose activity change, negative = inhibition, most hits filed as inhibitors | 280,000 compounds, 0.036% hits | AID 2675, 2010; active = well fitted inhibition curve with a large enough effect in the signal ratio, with a control signal flat, not every such curve was filed as active; inconclusive = small, poorly fitted or top-dose-only effect, or effect the other way, or a change in a side signal; inactive = no such curve, though single readings can be large or run the other way; the % refers to the signal ratio; also: potency is read from the fitted curve at half-maximal effect; % is scaled to controls: 0 for no effect and ±100 for the full control effect
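Ratiometric TR-FRET (665 over 545 nm, excitation 340 nm) tracks disruption of MBNL1-His/biotin-(CUG)12 complex after 60 min at room temperature, with compounds at 92 nM to 58 uM final.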
FLuc modulator – qHTS profiling assay for firefly luciferase inhibitor/activator using purifed enzyme and Km concentrations of substrates (counterscreen for miR-21 project); Luciferin 4-monooxygenase (Photinus pyralis), P08659; purified FLuc, Km substrates, luminescence inhibition; Potency, µM (doses to about 57.5 µM), for the others: at the highest dose activity change, negative = inhibition, most hits filed as inhibitors; 360,000 compounds, 6.9% hits;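 also: potency is read from the fitted curve at half-maximal effect; plate controls were vehicle for no effect and reference inhibitor for full effect; nearly all actives have a fitted effect of over 55% in size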
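Biochemical qHTS of compounds, final roughly 60 µM downward over six points, against 10 nM purified firefly luciferase using Km concentrations of substrates (10 uM D-luciferin, 10 uM ATP) in Tris acetate pH 7.5 buffer; luminescence output.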
ELG1 repair inh – qHTS screen for small molecules that inhibit ELG1-dependent DNA repair in human embryonic kidney (HEK293T) cells expressing luciferase-tagged ELG1; HEK293T ELG1-luciferase reporter, luminescence, 16 h; DNA damage induced by 5-fluorouridine; Potency, µM (titrated, usually from 46.1 µM), without a hit: at the highest dose activity change, negative = inhibition, most hits filed as inhibitors; 330,000 compounds, 2.3% hits; also: potency is read from the fitted curve at half-maximal effect; % is scaled to controls: 0 for no effect and ±100 for the full control effect; nearly all actives have a fitted effect of over 55% in size
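In this reporter screen, reduction of luminescence relative to DMSO vehicle indicated activity. Compounds and 5-fluorouridine were added together to 2,000 cells per well, incubated for 16 hr at 37 °C, then developed with ONE-Glo.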
RORgamma inh – qHTS for inhibitors of ROR gamma transcriptional activity; Nuclear receptor ROR-gamma (Mus musculus), P51450; Drosophila S2 Gal4-RORgamma UAS-luciferase reporter, 20 h; Potency, µM (highest dose often 53.6 µM), inactives show at the top dose activity change, negative = inhibition, hits mostly inhibitors; 310,000 compounds, 5.4% hits; AID 2551, 2010; also: potency is read from the fitted curve at half-maximal effect; % is scaled to controls: 0 for no effect and ±100 for the full control effect; nearly all actives have a fitted effect of over 60% in size
Target sequence (P51450 whole entry, looked up, the tested form may be a part): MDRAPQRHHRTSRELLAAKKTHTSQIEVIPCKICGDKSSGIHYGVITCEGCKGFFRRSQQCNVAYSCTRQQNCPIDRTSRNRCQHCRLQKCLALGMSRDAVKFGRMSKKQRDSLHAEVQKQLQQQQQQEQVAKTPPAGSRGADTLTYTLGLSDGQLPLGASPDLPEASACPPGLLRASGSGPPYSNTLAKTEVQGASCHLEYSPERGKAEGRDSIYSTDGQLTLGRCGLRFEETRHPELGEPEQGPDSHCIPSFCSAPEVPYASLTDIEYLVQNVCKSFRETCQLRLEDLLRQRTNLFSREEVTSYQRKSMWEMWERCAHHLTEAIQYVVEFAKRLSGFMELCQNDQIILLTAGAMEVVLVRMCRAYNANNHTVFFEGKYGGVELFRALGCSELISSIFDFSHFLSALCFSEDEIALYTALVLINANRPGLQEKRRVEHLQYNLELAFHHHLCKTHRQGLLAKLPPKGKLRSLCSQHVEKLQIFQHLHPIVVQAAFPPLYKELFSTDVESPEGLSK
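In this cell-based reporter format, copper sulfate (700 uM final) drives Gal4–ROR gamma fusion expression from a metallothionein promoter in Drosophila Schneider cells; compounds preincubated 1 hr, reporter read after 20 hr at ambient temperature.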
VP16 counter – VP16 counterscreen qHTS for inhibitors of ROR gamma transcriptional activity | Drosophila S2 Gal4-VP16 UAS-luciferase, luminescence, 20 h | Potency, µM (top dose mostly 53.6 µM), for the others: at the highest dose activity, negative = inhibition, most hits filed as inhibitors | 310,000 compounds, 3.5% hits | AID 2546, 2010;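 also: Gal4-VP16 expression switched on by copper sulfate through the metallothionein promoter; potency is read from the fitted curve at half-maximal effect; % is scaled to controls: 0 for no effect and ±100 for the full control effect; nearly all actives have a fitted effect of over 50% in size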
Rab9 promoter act – qHTS Assay for Rab9 Promoter Activators; Huh7 Rab9 promoter-luciferase reporter, luminescence, 24 h; Potency, µM (doses to about 9.22 µM), for inactives: at the top dose activation, negative = inhibition, hits mostly activators; 320,000 compounds, 2.8% hits; AID 485297, 2010; also: potency is read from the fitted curve at half-maximal effect; % of control where 0% means no effect; nearly all actives have a fitted effect of over 60% in size
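Promoter activation is measured as luciferase luminescence in Huh7 cells stably transfected with a Rab9 promoter–luciferase construct, following 24 h compound exposure at 37 °C and 10 min reagent incubation at ambient temperature.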
Menin MLL FP TR – qHTS Assay for Inhibitors Targeting the Menin-MLL Interaction in MLL Related Leukemias: Competition With Texas Red Labeled MLL-derived Mutant Peptide; O00255; Menin + Texas Red MLL mutant peptide, fluorescence polarization; Potency, µM (titrated, usually from 61.6 µM), inactives show at the top dose FP activity change, negative = inhibition, hits mostly inhibitors; 270,000 compounds, 0.23% hits; AID 1768, 2009; active = well fitted inhibition curve with a large enough effect in the polarisation, with a control signal flat, not every such curve was filed as active; inconclusive = small, poorly fitted or top-dose-only effect, or effect the other way, or a change in a side signal; inactive = no such curve, though single readings can be large or run the other way; the % refers to the polarisation; also: potency is read from the fitted curve at half-maximal effect; % of control where 0% means no effect; many of its hits are not listed in these tables
* marks the source's active call; other numbers are inactive results; ? = inconclusive; . = no result given; [ ] = another dose, or the depositor's remark. Unless noted, calls follow the shape of the dose curve; as a rule, active = well fitted curve in the direction sought with a large enough effect; inconclusive = small, poorly fitted or top-dose-only effect, or another doubt; inactive = no such curve, though single readings can be large; an effect the other way counts as inactive or inconclusive. This is a subset (hit frequency here may not be typical).

SMILES	Mito fusion yeast	PKM2 act	NPC1 promoter act	KCNH2 3.1 inh	MBNL1-CUG inh	FLuc modulator	ELG1 repair inh	RORgamma inh	VP16 counter	Rab9 promoter act	Menin MLL FP TR
Cc1ccc(S(=O)(=O)Cn2nnnc2C(CC(C)C)N2CCN(c3ccc(F)cc3)CC2)cc1 (stereo unspecified)	-3%	0%	-6%	-24	1%	-2%	-2%	-8%	-4%	9%	15%
CCOC(=O)C1CCCN(C(=O)c2cc(-c3ccc(C)cc3)nc3ccccc23)C1 (stereo unspecified)	25%	2%	13%	-1	2%	4.8µM*	?	-32%	?	16%	-13%
Nc1nc(NCc2ccco2)nc(N2CCCCCC2)c1[N+](=O)[O-]	?	-11%	-8%	-5	2%	3%	4%	?	?	-15%	-9%
Cc1ccc2nc(CSc3nnc(Cc4cccs4)n3C3CCCCC3)cc(=O)n2c1	1%	-4%	-1%	-10	?	4%	13%	6%	-9%	10%	2%
Nc1nc(COC(=O)C2CCN(C(=O)c3ccc(Cl)cc3)CC2)nc(Nc2ccccc2)n1	-4%	.	-1%	-5	.	?	-9%	.	.	1%	.
O=C(c1ccc(Cl)c(F)c1F)N1CCCC1	4%	6%	-1%	4	-5%	3%	9%	8%	-3%	-8%	0%
Cc1ccc(Cl)cc1NC(=S)N1CCC(c2ccccc2)C1 (stereo unspecified)	2%	-1%	3%	14	-8%	-16%	5%	?	1%	14%	?
CC(C)CCn1c(NCCN(C)C)nc2c1c(=O)[nH]c(=O)n2C	6%	-3%	0%	-1	-5%	0%	0%	-6%	-6%	-3%	-3%
COc1ccccc1CNC(=O)c1cc2sccc2n1C	5%	0%	-4%	-3	-6%	-9%	8%	21%	29%	-6%	6%
Cc1c(-c2ccccc2)oc2c(C(=O)OCC(=O)Nc3cccc(F)c3)cccc2c1=O	-4%	1%	0%	0	.	3%	?	-8%	-19%	0%	7%
COC(=O)COc1ccc(S(=O)(=O)N2CCOCC2)cc1C	3%	1%	-3%	-6	-21%	-3%	?	-3%	-5%	-7%	2%
CCn1cc(C(=O)NCCCOC)c(=O)c2cc(S(=O)(=O)N3CCC(C)CC3)ccc21	-5%	0%	1%	3	-2%	1%	-28%	-5%	4%	-4%	0%
CCN(CC(=O)NCc1ccc(F)cc1)C(=O)CN1CCN(c2ccc(OC)cc2)CC1	-6%	.	-1%	9	5%	1%	-14%	1%	8%	2%	0%
CCc1ccc(C(=O)N/N=C/c2cccc3ccccc23)nc1	0%	4%	25%	16	-3%	5.4µM*	?	?	?	30%	17%
COc1ccc(-n2c(SCC(=O)N3CCOCC3)nnc2C(C)N2CCCCC2)cc1 (stereo unspecified)	1%	-7%	-12%	0	-5%	0%	11%	9%	-9%	0%	.
CCN(c1ccccc1)S(=O)(=O)c1ccc(OC)c(OC)c1	-2%	1%	-4%	15	4%	8%	-3%	0%	8%	2%	-3%
CN1CCN(C(=S)NC(=O)c2cccc([N+](=O)[O-])c2)CC1	3%	-7%	2%	-7	?	3%	-6%	1µM*	1.3µM*	1%	-3%
O=C1C2CC=CCC2C(=O)N1c1ccc(OCC(O)Cn2nnc3ccccc32)cc1 (stereo unspecified)	0%	-3%	-4%	1	-2%	5%	?	25%	2%	-12%	-1%
COc1ccc2[nH]c(=O)c(CN(CCN(C)C)C(=O)NCc3ccccc3)cc2c1	-2%	6%	-2%	-2	-3%	4%	12%	10%	-5%	-2%	3%
O=C(O)CCSc1nc2ccc(Br)cc2[nH]1	1%	12%	1%	20	-14%	?	6%	-1%	2%	6%	-9%
C[C@H](O)[C@H](O)[C@H]1CNc2nc(N)[nH]c(=O)c2N1	4%	.	3%	10	.	2%	?	.	.	-1%	.
Cc1cc(NC(=O)c2ccccc2)n(C(C)(C)C)n1	-1%	-33%	-1%	3	4%	3%	12%	-24%	15%	9%	.
O=C(NCc1ccco1)c1ccc2c(c1)C(=O)N(Cc1ccccc1)C2=O	-1%	13%	1%	1	?	-4%	1%	?	5%	-7%	-10%
CC(=O)Nc1ccc2nc(C)n(Cc3ccc(Cl)cc3)c(=O)c2c1	13%	-17%	?	-4	-5%	-29%	?	25%	-10%	25%	-20%
CC(O)c1ccc(OCCN(C)c2ccccn2)cc1 (stereo unspecified)	4%	.	-5%	3	-10%	15µM*	?	9%	-1%	3%[1.84 µM]	16%
CCc1nnc(NC(=O)CN2CCN(c3nc(-c4ccccc4)cs3)CC2)s1	4%	-1%	1%	-17	1%	1%	?	11µM*	?	9%	-5%
CC/C(=N\NC(=O)OC)c1ccc(OC(F)F)cc1	-5%	-32%	3%	10	-3%	-19%	23%	1%	-21%	1%	12%
COc1ccc(C2CC(c3ccc(F)cc3)Nc3nc(N)nn32)cc1 (stereo unspecified)	-6%	-9%	0%	9	?	1%	24%	3%	5%	1%	-10%
O=C(Nc1ccc(N2CCOCC2)c(S(=O)(=O)Nc2ccc(Cl)cc2)c1)c1cnccn1	8%	-7%	-5%	6	-3%	?	?	?	-1%	0%	.
O=C(COC(=O)CCC(=O)c1cccs1)NC1CCCCC1	2%	.	-2%	-5	.	-1%	-2%	.	.	9%	.
COCC(=O)Nc1ncc(S(=O)(=O)c2ccc([N+](=O)[O-])cc2)s1	0%	0%	-4%	-1	?	?	-7%	-34%	8%	8%	10%
Cc1nc(C(F)(F)F)c(C(=O)NC(=O)Nc2ccccc2)s1	-3%	5%	5%	3	-1%	-15%	?	3%	-6%	0%	0%
COc1ccccc1CCNC(=O)CCCn1nc(C)c2c(C)n(-c3ccc(C)cc3)nc2c1=O	-3%	.	-6%	-18	-4%	-2%	-10%	5%	-1%	-5%	-29%
Cc1ccc(/C=N/NC(=O)CSc2nc3ccccc3n2Cc2ccccc2)o1	-2%	11%	-2%	-19	.	-4%	-14%	?	?	-4%	1%
Cc1c(Cl)cccc1NC(=S)N(CCCN1CCOCC1)Cc1ccco1	-6%	.	-2%	9	-5%	1%	7%	-27%	3%	2%	8%
COc1ccc(C(=O)c2ccc(Cl)cc2Cl)cc1	5%	-1%	0%	-9	2%	?	14%	-2%	8%	-30%[inhibitor]	-7%
CCOC(=O)c1cnc(SC2CC(=O)N(c3ccccc3)C2=O)nc1N (stereo unspecified)	-14%	0%	0%	-2	-4%	-1%	-2%	-32%	?	-5%	13%
COc1ccc(/C=C2/SC(=O)N(NS(=O)(=O)c3ccccc3)C2=S)cc1OC	?	-1%	0%	-10	62%[activator]	?	-4%	40%	?	-1%	?
CCOc1cccc(-c2nnc(SCC(=O)Nc3cc(C)ccc3OC)n2N)c1	8%	-8%	7%	12	2%	-9%	0.58µM*	?	1%	0%	-1%
CC(=NCCc1c(C)[nH]c2ccc(OC(F)(F)F)cc12)C1=C(O)CC(c2ccccc2)CC1=O (stereo unspecified)	1%	1%	-27%	-12	.	4%	?	1%	8%	-16%	16%
CCCc1c(C(=O)N/N=C/c2sccc2C)nnn1-c1nonc1N	1%	.	2%	11	4%	4%	14%	?	5.6µM*	-4%	?
CCCNc1nc2c(c(=O)n(C)c(=O)n2C)n1CCc1ccccc1	-4%	2%	-2%	-13	3%	2%	?	?	?	-6%	-1%
O=C(CCNS(=O)(=O)c1cccc2nsnc12)NCCC1=CCCCC1	2%	0%	3%	17	?	-1%	?	-14%	4%	-1%	?
Cc1nc(/N=C(\N)NC(=O)c2ccccc2)nc2ccccc12	19%	-4%	23%	1	0%	?	?	10%	-3%	?	9%
Cc1nn(-c2cc(N3CCNCC3)ccc2[N+](=O)[O-])c(=O)c2ccccc12	-3%	2%	-1%	1	?	10%	8%	-3%	-10%	9%	2%

Compound activity: PubChem BioAssay, National Center for Advancing Translational Sciences (NCATS)
